Source: PubChem
FEN1 inhibitor = qHTS Assay for the Inhibitors of Human Flap endonuclease 1 (FEN1). Recombinant FEN1 flap cleavage, fluorescence, 15 min. Potency, µM (titrated, usually from 114 µM), for inactives: top-dose activity change, negative = inhibition, usual class: inhibitors. 390,000 compounds, 0.35% hits; active = well fitted inhibition curve with a large enough effect; inconclusive = small, poorly fitted or top-dose-only effect; inactive = no such curve, though single readings can be large or run the other way; note: nearly all actives have a fitted effect of over 65% in size
Target sequence (P39748 whole entry, looked up): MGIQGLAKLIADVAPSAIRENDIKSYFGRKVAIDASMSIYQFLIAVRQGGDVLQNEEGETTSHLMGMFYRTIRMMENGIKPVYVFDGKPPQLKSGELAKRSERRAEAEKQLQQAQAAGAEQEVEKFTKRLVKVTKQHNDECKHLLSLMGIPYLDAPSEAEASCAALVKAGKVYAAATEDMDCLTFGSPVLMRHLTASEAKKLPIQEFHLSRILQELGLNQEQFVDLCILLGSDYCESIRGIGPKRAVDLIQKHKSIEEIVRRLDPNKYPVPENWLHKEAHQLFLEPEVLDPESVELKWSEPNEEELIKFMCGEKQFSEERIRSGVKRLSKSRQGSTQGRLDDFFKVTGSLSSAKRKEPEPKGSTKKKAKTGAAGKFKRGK
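Recombinant FEN1 (10 nM) was preincubated with pin-transferred compounds for 15 min at room temperature, then flap DNA substrate (50 nM final) was added. Plates were read at 0 and 15 min, and normalized concentration–response data were fitted to a four-parameter Hill equation.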
* hit, by the source's call; & = joins results of further samples; [ ] = remark or other dose. % is set by controls: 0 for no effect and ±100 for the full control effect; potency is the fitted concentration of half-maximal effect. A portion of the library (hit frequency here may not be typical).

O=C1CCC[C@@H]2CC(Nc3ccccc3)C[C@@H]3CCN1[C@H]23 (stereo partly specified) was read as FEN1 inhibitor 17%.
For CCOC(=O)c1cccc(NC(=O)c2ccc(F)cc2F)c1 the results were FEN1 inhibitor -8%.
`CCN(C(=O)COC(=O)/C(C#N)=C/c1cc(C)n(CCOC)c1C)c1c(N)n(Cc2ccccc2)c(=O)[nH]c1=O` gave FEN1 inhibitor -1%.
`COc1ccc(C(CNC(=O)c2ccc(S(=O)(=O)Nc3ccccc3OC)cc2)N2CCCC2)cc1` (stereo unspecified) gave FEN1 inhibitor -8%.
For Cc1cc2ccccc2c[n+]1CC(=O)c1ccc(F)cc1 the results were FEN1 inhibitor -3%.
For C=C(c1cn(C(C)=O)c2ccccc12)c1cn(C(C)=O)c2ccccc12 the results were FEN1 inhibitor 1%.
O=C(/C=C/c1ccccc1)NCCc1c[nH]c2ccccc12 was read as FEN1 inhibitor -20%.
`O=C(CSc1ccc2nnc(-c3ccccc3)n2n1)N1CCCCC1` gave FEN1 inhibitor 35%[activator].
`CN(N=O)c1ccc2c(c1)Cc1ccccc1-2` gave FEN1 inhibitor 13%.
`CCC(=O)NC(=S)Nc1ccccc1C(F)(F)F` gave FEN1 inhibitor 0%.
CC(=O)OCC(=O)C1(O)CCC2C3CCC4=CC(=O)CCC4(C)C3C(O)CC21C (stereo unspecified) was read as FEN1 inhibitor 0%.
`O=C(CCn1c(=O)sc2ccccc21)NCCN1CCOCC1` gave FEN1 inhibitor -1%.
For CSc1cc(-c2ccco2)oc1C(=O)c1ccco1 the results were FEN1 inhibitor -23%.
Screening CC(OC(=O)c1cccc(S(=O)(=O)N(C)C)c1)C(=O)NCC(=O)Nc1ccc(F)c(F)c1F (stereo unspecified) returned FEN1 inhibitor -2%.
`CN(C)c1ccc(/C=N/NC(=O)C[n+]2ccccc2)cc1` gave FEN1 inhibitor 12%.
CC(NS(=O)(=O)c1cccc(C(=O)N(C)Cc2ccc(N3CCOCC3)cc2)c1)c1ccccc1 (stereo unspecified) was read as FEN1 inhibitor -7%.
Screening O=C(c1noc2c1CCCCC2)N1CCN(C(c2ccccc2)c2ccccc2)CC1 returned FEN1 inhibitor 1%.
CCN(C(=O)CCCCC(=O)N(CC)c1ccccc1)c1ccccc1 was read as FEN1 inhibitor -15%.
`COCc1cc(C)nc(SCc2ccc(Br)cc2)c1C#N` gave FEN1 inhibitor 10%.
`Cc1ccc(CN2CC(C(=O)NCCCn3nc(C)cc3C)CC2=O)cc1` (stereo unspecified) gave FEN1 inhibitor 3%.

Of the compounds above, these contain a carbonyl joined to an NH by a bond outside any ring.
For CCOC(=O)c1cccc(NC(=O)c2ccc(F)cc2F)c1 the results were FEN1 inhibitor -8%.
`COc1ccc(C(CNC(=O)c2ccc(S(=O)(=O)Nc3ccccc3OC)cc2)N2CCCC2)cc1` (stereo unspecified) gave FEN1 inhibitor -8%.
O=C(/C=C/c1ccccc1)NCCc1c[nH]c2ccccc12 was read as FEN1 inhibitor -20%.
`CCC(=O)NC(=S)Nc1ccccc1C(F)(F)F` gave FEN1 inhibitor 0%.
`O=C(CCn1c(=O)sc2ccccc21)NCCN1CCOCC1` gave FEN1 inhibitor -1%.
Screening CC(OC(=O)c1cccc(S(=O)(=O)N(C)C)c1)C(=O)NCC(=O)Nc1ccc(F)c(F)c1F (stereo unspecified) returned FEN1 inhibitor -2%.
`CN(C)c1ccc(/C=N/NC(=O)C[n+]2ccccc2)cc1` gave FEN1 inhibitor 12%.
`Cc1ccc(CN2CC(C(=O)NCCCn3nc(C)cc3C)CC2=O)cc1` (stereo unspecified) gave FEN1 inhibitor 3%.

Back to the main list with the 2 entries that preceded the break.
`COCc1cc(C)nc(SCc2ccc(Br)cc2)c1C#N` gave FEN1 inhibitor 10%.
`Cc1ccc(CN2CC(C(=O)NCCCn3nc(C)cc3C)CC2=O)cc1` (stereo unspecified) gave FEN1 inhibitor 3%.
Cc1ccnc(SCCn2c(N3CCOCC3)nc3c2c(=O)[nH]c(=O)n3C)n1 was read as FEN1 inhibitor 7%.
O=C(O)Cc1sc(=O)[nH]c1O was read as FEN1 inhibitor -4%.
Screening COc1cc2c(cc1OC)C(c1oc(-c3ccc(-c4cc(Cl)ccc4Cl)o3)cc1C)=NCC2 returned FEN1 inhibitor -5%.
Screening O=C(C[n+]1ccccc1)c1ccc(I)cc1 returned FEN1 inhibitor 12%.
`Cc1ccc(C(=O)C2=C(O)C(=O)N(Cc3cccnc3)C2c2cccc(Oc3ccccc3)c2)o1` (stereo unspecified) gave FEN1 inhibitor -17%.
`CCN(C(=O)COC(=O)C1CCC(C(C)(C)C)CC1)c1c(N)n(Cc2ccccc2)c(=O)[nH]c1=O` (stereo unspecified) gave FEN1 inhibitor 4%.
Screening CSc1nc2c([nH]1)c(=S)n(C)c(=O)n2C returned FEN1 inhibitor -2%.
Screening COc1ccn(C2CCCCO2)c(=O)n1 (stereo unspecified) returned FEN1 inhibitor 0%.
For Oc1cc2cc(-c3csc(-c4ccc(F)cc4)n3)ccc2[nH]1 the results were FEN1 inhibitor 3%.
CC1CC2C3CCC4=CC(=O)CCC4(C)C3CCC2(C)C1(O)C(=O)CO (stereo unspecified) was read as FEN1 inhibitor 2%.
Screening COC1=CC(=O)C(C2CC(=O)c3c(O)cc(O)cc3O2)=CC1=O (stereo unspecified) returned FEN1 inhibitor 50µM*.
Cc1nc2ccccc2cc1C(=O)NCc1ccccc1 was read as FEN1 inhibitor 9%.
Screening CC(C)(C)n1ncc2c(=O)n(Cc3c(F)cc(Cl)cc3F)cnc21 returned FEN1 inhibitor -16%.
For O=C(NC(C(=O)c1ccccc1)c1ccccc1)c1ccccc1 (stereo unspecified) the results were FEN1 inhibitor inconclusive.
For O=C1NC(CCO)C(=O)NC1CCO (stereo unspecified) the results were FEN1 inhibitor -1%.
For O=C(CSc1nc2scc(-c3cccs3)c2c(=O)n1CCc1ccccc1)N1CCCC1 the results were FEN1 inhibitor 12%.
Screening OCCNc1nc(Nc2cc(Cl)ccc2OC2CCCC2)nc(N2CCCC2)n1 returned FEN1 inhibitor -25%.
`Nc1ccc2c(c1)C(O)c1cccc(C(=O)O)c1-2` (stereo unspecified) gave FEN1 inhibitor 2%.
Screening O=[N+]([O-])c1cc(CS(=O)(=O)Oc2ccc(Cl)cc2)c(O)c([N+](=O)[O-])c1 returned FEN1 inhibitor 4%.
O=C(C=Cc1ccccc1Cl)c1ccccc1 was read as FEN1 inhibitor -4%.
Screening COC(=O)/C=C/c1cc(F)ccc1S(=O)(=O)NC(C)(C)C returned FEN1 inhibitor 0%&-9%.
`O=C(C[n+]1cc(Br)cc2ccccc21)c1ccc(O)c(O)c1` gave FEN1 inhibitor 0%.
COc1ccc(-c2nc3c(c(SCC(=O)N4CCCC4)n2)COC(C)(C)C3)cc1 was read as FEN1 inhibitor -2%.
N#Cc1ccc(S(=O)(=O)N2CCN(c3nc(-c4cccs4)nc4ccccc34)CC2)cc1 was read as FEN1 inhibitor 10%.
Screening O=C(O)C1(Nc2ccc(Br)cc2)CCCC1 returned FEN1 inhibitor 1%.
Screening CCCCOc1ccc(C(N)=O)cc1 returned FEN1 inhibitor -2%.
CC1CCC(O)(C(C(=O)O)c2ccccc2)CC1 (stereo unspecified) was read as FEN1 inhibitor -4%.
For COC(=O)/C=C/c1ccc2c(c1)S(=O)(=O)N(Cc1ccc(OC)cc1)[C@H]2CC(=O)OC the results were FEN1 inhibitor 14%.
`NC(=O)c1ccsc1NC(=O)CN1CCN(S(=O)(=O)c2ccccc2C(F)(F)F)CC1` gave FEN1 inhibitor 11%.
`Nc1ccc(-c2cnc3ccccc3n2)cc1` gave FEN1 inhibitor -9%.
For CCc1ccc(-c2nc3c(=O)n(C)c(=O)nc-3n(CC)n2)cc1 the results were FEN1 inhibitor 3%.
COc1ccc(C2/C(=C(/O)c3ccc(F)cc3)C(=O)C(=O)N2CCCN(C)C)cc1 (stereo unspecified) was read as FEN1 inhibitor 16%.
For CN(C)C(CNC(=O)c1cccc(S(=O)(=O)Nc2ccccc2Cl)c1)c1ccccc1 (stereo unspecified) the results were FEN1 inhibitor -2%.
COc1c(CC=C(C)C)cc(C2CC(=O)c3c(O)cc(O)cc3O2)c(CC=C(C)C)c1O (stereo unspecified) was read as FEN1 inhibitor inconclusive.
`CC1CC(C)(C)CC2(C1)NC(=O)N(CC(=O)N1CCN(S(=O)(=O)c3ccc(F)c(F)c3F)CC1)C2=O` (stereo unspecified) gave FEN1 inhibitor 1%.
Screening CCOC(=O)C1(C#N)Cc2ccccc2C1 returned FEN1 inhibitor 8%.
For COc1ccc(C2=CSC3=NCCN23)cc1Br the results were FEN1 inhibitor 1%.
For O=C(/C=C/c1ccc(Cl)c(Cl)c1)Nc1cccnc1 the results were FEN1 inhibitor 11%.
`CSC1=C(C#N)C2(CCCCC2)C(C(=O)Nc2ccccc2)=C(C)N1` gave FEN1 inhibitor -17%.
`Cc1nc2ncnn2c(N2CCC(C(=O)NCC3CCCO3)CC2)c1Cc1ccccc1` (stereo unspecified) gave FEN1 inhibitor -10%.
Screening CC(=O)Oc1c(Cl)cc(N(C(C)=O)S(=O)(=O)c2ccccc2)c2ccccc12 returned FEN1 inhibitor -1%.
O=C(CSc1nc2ccccc2o1)Nc1nc2c(s1)CCCC2 was read as FEN1 inhibitor -9%.
`CC1(C)C[C@@H](O)CC2(C1)C[C@]1(C)CC(O)[C@H]2C(C)(C)C1` (stereo partly specified) gave FEN1 inhibitor 5%.
Screening O=S(=O)(c1ccc2c(c1)OCCO2)N1CCN(CCc2ccccc2)CC1 returned FEN1 inhibitor 3%.
Screening O=C(O)CN1CCNCCN(CC(=O)O)CCNCC1 returned FEN1 inhibitor 0%.
`Cc1ccccc1NC(=O)COC(=O)c1ccc2c(c1)C(=O)N(CCCN1CCOCC1)C2=O` gave FEN1 inhibitor 0%.
For CCN(CC)c1ccc(/C=C2\CCC(/C=C(/C#N)C(=O)Nc3ccccc3F)=C2N2CCOCC2)cc1 the results were FEN1 inhibitor 10%.
Screening CC(=O)NC1CC2CCCC(C1)N2C(=O)Nc1cccc(C(C)=O)c1 (stereo unspecified) returned FEN1 inhibitor 18%.
`CC1(C)CC=CC(COC(=O)c2ccccc2C(=O)O)C1` (stereo unspecified) gave FEN1 inhibitor 6%.
COc1ccc(C(=O)c2c(-c3ccsc3)oc3ccc(-c4ccc(OC)cc4)cc23)cc1 was read as FEN1 inhibitor -13%.
`O=C(NNC(=O)c1ccc(Cl)cc1Cl)c1ccc2ccccc2c1` gave FEN1 inhibitor -9%.
CC(C)(C)n1ncc2c(=O)n(Cc3cc(F)ccc3Cl)cnc21 was read as FEN1 inhibitor -20%.
COc1cc(C2C3=C(COC3=O)Oc3cc4c(cc32)OCO4)cc(OC)c1O (stereo unspecified) was read as FEN1 inhibitor -22%.
For CCOC(=O)C1CCN(C(=O)c2ccc(NS(=O)(=O)c3ccc4[nH]c(=O)[nH]c4c3)cc2)CC1 the results were FEN1 inhibitor -8%.
Screening COC(=O)CCc1c[nH]c2ccc([N+](=O)[O-])cc12 returned FEN1 inhibitor -13%.
`COc1ccc(Cl)cc1C(=O)NN=C1CCCC1` gave FEN1 inhibitor 5%.
Screening O=C1Nc2ccc(S(=O)(=O)NCc3ccco3)c3cccc1c23 returned FEN1 inhibitor -23%.
Screening COc1ccc(OC)c(NC(=O)CSc2nc3[nH]c(=O)[nH]c(=O)c3s2)c1 returned FEN1 inhibitor inconclusive.
CCO[C@@H]1OC(C(=O)Nc2ccccc2)=C[C@H](C)[C@H]1CCCO was read as FEN1 inhibitor 12%.
For CC(C)(C)NCC(=Cc1ccccc1)C(=O)c1ccccc1 the results were FEN1 inhibitor 0%.
For C=CCN(CC=C)c1ccc(/C=C/c2ccnc3ccccc23)cc1 the results were FEN1 inhibitor -17%.
COCCNCc1cc(C)n(-c2cc(S(=O)(=O)N3CCOCC3)ccc2N2CCCC2)c1C was read as FEN1 inhibitor -1%.
Screening CN(C(=O)c1ccc(NC(=O)Cc2ccc(NC(=O)C3CCN(C(=O)C4CCCC4)CC3)cc2)cc1)C1CCCC1 returned FEN1 inhibitor 3%.
CNC(=S)N1C2CCCC1CC(NC(=O)c1ccc(C)cc1)C2 (stereo unspecified) was read as FEN1 inhibitor 23%.
For Oc1ccc(Cl)cc1C1C=C(c2ccc3c(c2)OCO3)NC(c2ccc(C(F)(F)F)cc2)N1 (stereo unspecified) the results were FEN1 inhibitor 3%.
Screening O=C(Cc1ccc(Cl)cc1)NCCc1ccc(F)cc1 returned FEN1 inhibitor -1%.
Screening COC(C[C@H](O)CC(=O)[C@@H](C)OCc1ccccc1)OC returned FEN1 inhibitor 20%.
Screening C#Cc1ccc([C@H]2C=C(C(=O)NCc3nc4ccccc4[nH]3)O[C@@H](OCC)[C@@H]2CCCO)cc1 returned FEN1 inhibitor -3%.
Screening N#CC(CCc1ccccn1)c1ccccc1 (stereo unspecified) returned FEN1 inhibitor 9%.
Screening COC(=O)c1c(NC(=O)Cc2cccs2)sc(C(=O)NC2CCCCC2)c1C returned FEN1 inhibitor 6%.
CCN(C(=O)CSc1nc2ccccc2n1CC(C)C)c1c(N)n(Cc2ccccc2)c(=O)[nH]c1=O was read as FEN1 inhibitor 17%.
`C=C(C1=CCN(S(=O)(=O)C(C)(C)C)[C@@H]1CCO)c1ccccc1` gave FEN1 inhibitor -8%.
Screening COc1ccc(C(=O)O/N=C2\C(=O)N(C)c3ccccc32)cc1 returned FEN1 inhibitor -13%.
Cc1sc2nnn(CC(=O)N3CCN(C(=O)c4ccco4)CC3)c(=O)c2c1C was read as FEN1 inhibitor 1%.
Screening Cc1ccc(-n2nc(C)c3c2C(Br)C(C)(C)CC3=O)nc1 (stereo unspecified) returned FEN1 inhibitor -5%.
Screening CN(C(=O)COC(=O)c1ccccc1OCC(=O)Nc1ccc(Br)cc1)c1ccccc1 returned FEN1 inhibitor 6%.
For Cc1nc(C(=O)Nc2cc(F)cc(Cl)c2)sc1C1(C)CC(c2ccccc2)=NO1 (stereo unspecified) the results were FEN1 inhibitor -5%.
